Bioassay records deposited in PubChem by several laboratories.
PDI inh: inhibitors of human PDI, primary screen, biochemical, turbidity, single point, plate reader | PDI insulin aggregation turbidity, A650, 90 min | inhibition, % at 10 µM | 350,000 tested, 0.052% active;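 active = mean inhibition across replicates of 30% or more, whatever share of single replicates reach that level; inconclusive = mean inhibition below 30% while every single replicate reaches 30%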;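 also: absorbance from insulin aggregation driven by PDI reduction with DTT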
Target sequence (P07237 whole entry, looked up): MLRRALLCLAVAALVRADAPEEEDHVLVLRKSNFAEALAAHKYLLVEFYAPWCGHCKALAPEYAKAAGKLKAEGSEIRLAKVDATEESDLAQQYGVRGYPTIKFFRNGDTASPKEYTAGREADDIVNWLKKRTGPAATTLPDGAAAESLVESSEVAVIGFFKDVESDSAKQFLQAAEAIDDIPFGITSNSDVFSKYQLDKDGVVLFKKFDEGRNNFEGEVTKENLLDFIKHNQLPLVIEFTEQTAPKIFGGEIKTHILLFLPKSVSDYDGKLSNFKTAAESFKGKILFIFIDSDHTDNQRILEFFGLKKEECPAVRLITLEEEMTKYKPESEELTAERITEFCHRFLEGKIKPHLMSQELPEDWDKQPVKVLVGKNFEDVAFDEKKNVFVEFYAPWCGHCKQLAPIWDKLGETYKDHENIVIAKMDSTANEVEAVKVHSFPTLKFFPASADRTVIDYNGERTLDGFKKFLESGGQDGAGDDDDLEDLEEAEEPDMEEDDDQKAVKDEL
NR2E3 ag-1: NR2E3 agonists in two-hybrid cells, primary screen, cell-based, luminescence, CHO-S, Gal4-NCOR/VP16-NR2E3. Photoreceptor-specific nuclear receptor (Homo sapiens), Q9Y5X4. inhibition of corepressor binding, % at 3.98 µM. luciferase. 360,000 tested, 0.35% active. AID 602229, 2012;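 active = inhibition above the mean of all tested compounds plus 3 SD, cut at about 70% in these data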;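 also: 0% = DMSO with NR2E3 transfected cells and 100% = cells lacking NR2E3 construct; higher means lower luciferase signal from less NR2E3 corepressor binding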
Target sequence (Q9Y5X4 whole entry, looked up, the tested form may be a part): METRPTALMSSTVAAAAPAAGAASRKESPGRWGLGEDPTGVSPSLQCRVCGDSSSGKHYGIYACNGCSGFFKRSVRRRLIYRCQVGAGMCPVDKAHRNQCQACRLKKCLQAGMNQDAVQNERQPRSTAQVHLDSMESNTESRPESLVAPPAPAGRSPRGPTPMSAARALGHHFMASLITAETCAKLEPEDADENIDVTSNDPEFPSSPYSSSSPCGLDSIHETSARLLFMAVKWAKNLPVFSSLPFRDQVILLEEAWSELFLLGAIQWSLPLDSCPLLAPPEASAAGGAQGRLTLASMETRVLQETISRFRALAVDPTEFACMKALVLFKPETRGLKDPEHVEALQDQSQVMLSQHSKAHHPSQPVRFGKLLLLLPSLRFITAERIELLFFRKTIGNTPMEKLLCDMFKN
Peg3 prom inh: Peg3 promoter-driven luciferase inhibitors, primary screen, cell-based, HeLa, luciferase luminescence; inhibition, % at 20 µM; HeLa PEG-Prom luciferase reporter, overnight; AID 588405, 2011; 360,000 tested, 1.7% active;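 active = inhibition of at least 50% at 20 µM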
CaV13 FRET inh: Primary screen for inhibitors of IQ motif and Ca2+-dependent inactivation inhibitor domain binding in CACNA1D, Förster resonance energy transfer in living cells, …. HEK cells, CFP/YFP FRET ICDI-IQ, plate reader, 10 min; percent FRET-ratio fall versus neutral wells. AID 743397. inhibition, % at 12.3 µM. 340,000 tested, 0.098% active;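 active = mean replicate inhibition of at least 30% and at least 1% of replicates passing that level; inconclusive = only one of the two criteria is met; inactive = neither criterion is met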;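 also: 0% = median of the neutral control wells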
CF NFkB inh: inhibitors of PAF-induced NF-kB signaling, primary screen, cell-based, GFP fluorescence, uHTS. KKLEB NF-kB-GFP reporter, GFP fluorescence overnight. inhibition, % at 5 µM. 360,000 tested, 0.86% active. AID 588850, 2011;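 active = at least 50% inhibition at 5 µM, scaled per plate between neutral and stimulator controls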;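 also: PAF is a Pseudomonas aeruginosa culture filtrate used as stimulus; plate controls were PAF-stimulated DMSO wells for no effect and unstimulated DMSO wells for full effect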
Shn3 inh set2: reduction of Shn3 3'UTR firefly luciferase signal, primary screen, Schnurri-3 inhibitor project, cell-based, Clone20 osteoblasts, set 2; AID 588674, 2011; Clone20 osteoblast Shn3 3'UTR firefly luciferase, 24 h; 360,000 tested, 0.52% active; inhibition, % at 12.5 µM;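 active = mean inhibition of at least 75% with every replicate also reaching 75%; inconclusive = mean inhibition at least 75% but some replicate below; inactive = mean inhibition below 75%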;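 also: 0% = median of neutral control wells and 100% = pilot-screen positive control compound; some compounds past the cut are filed as inactive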
HIF-2a block: HIF-2a reporter inhibitors, primary screen, luminescence, 786-0 RCC cells | 786-0 RCC cells HIF-2a reporter, luciferase luminescence, overnight | AID 624352, 2012 | 360,000 tested, 0.72% active | inhibition, % at 18.8 µM;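 active = inhibition of the luminescence signal of 40% or more relative to plate controls, in a single-dose primary screen at 18.75 µM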
KKLEB cytotox: cytotoxicity in KKLEB CF airway cells, primary screen, cytotoxicity control for CF NF-kB inhibitor project, cell-based, uHTS, fluorescence assay plates | activity change (cytotoxicity), % at 5 µM | KKLEB CF airway cells viability, ATPlite luminescence, overnight; hits give low values; cells stimulated with P. aeruginosa culture filtrate | 360,000 tested, 0.36% active;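 active = corrected activity change at or below -50% at 5 µM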
MITF TRPM1 inh: inhibitors of MITF-dependent TRPM1 promoter reporter, primary screen, cell-based, SK-MEL-5, single point, luciferase | SK-MEL-5 TRPM1 promoter luciferase, 24 h | inhibition, % at 12.5 µM | 330,000 tested, 0.83% active | AID 488899, 2010;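 active = mean inhibition across replicates of 60% or more, whatever share of single replicates reaches that level; inconclusive = some that reach 60%, reason not given; inactive = mean inhibition across replicates below 60%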; also: values of inactives mirror those of a sister screen read the other way
NR2E3 ag-2: inhibitors of NR2E3-RetCOR corepressor binding, primary screen, NR2E3 agonist project, biochemical, TR-FRET, GST-NR2E3, biotin-RetCOR | Photoreceptor-specific nuclear receptor (Homo sapiens), Q9Y5X4 | 1536-well | inhibition of corepressor binding, % at 4.78 µM | 320,000 tested, 0.12% active | AID 2300, 2010;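 active = percent inhibition above the cutoff of mean plus 3 SD of all tested compounds, set per screening campaign, cut at about 20% in these data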;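 also: 0% = DMSO wells and 100% = biotin wells as full block of FRET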
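Test system: GST-NR2E3 and biotin-RetCOR proteins | Quantity: 1.35 nM GST-tagged NR2E3 final | Medium: Tris pH 7.5 | Also added: 7 nM biotin-RetCOR | Dosing: Compound at 4.8 µM, single dose | Timing: 5 h at 4 °C | Detection: Time-resolved FRET | Read-out basis: Percent inhibition | Benchmarks: Biotin wells as high control, 0.6% DMSO wells as low control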
Vif inh: HIV Vif self-association inhibitors, primary screen, imaging, HEK293T, single point. AID 602346, 2012. HEK293T cells, Vif self-association by quenched fluorescence, 24 h. 340,000 tested, 0.35% active. inhibition, % at 7.49 µM; in the data active = inhibition above about 50%, passing the limit was not always enough; inconclusive = no clear call, values can overlap the other calls; inactive = below about 31%; also: some results filed as inactive read as strong as hits
Active calls of the source: *; ? = inconclusive; nt = not tested or not shown.

SMILES	PDI inh	NR2E3 ag-1	Peg3 prom inh	CaV13 FRET inh	CF NFkB inh	Shn3 inh set2	HIF-2a block	KKLEB cytotox	MITF TRPM1 inh	NR2E3 ag-2	Vif inh
Cc1ccc(-c2nc(SCC(=O)NCC3CCCO3)c(-c3ccc(C)cc3)[nH]2)cc1 (configuration not stated)	nt	-13	1	-6	-34	-2	-8	11	nt	1	nt
Cc1ccc(C(=O)NC(=S)Nn2cnnc2)cc1	-4	-13	5	-3	-38	-17	10	8	-5	-1	5
CCCS(=O)(=O)NC(=O)C1(C)CCCN(C(=O)c2ccc3ccccc3c2)C1 (configuration not stated)	2	-26	19	-5	13	-8	6	-15	nt	nt	4
COc1cccc(N2CCN(C(=O)CCc3nnc4ccc(N5CCOCC5)nn34)CC2)c1	6	-3	7	-4	2	2	15	-4	-7	-1	-6
CCCCNC(=S)Nc1ccc(Oc2ccccc2)cc1	-2	25	-2	-7	5	12	-19	-14	7	-2	1
Cc1ccc(C(C(=O)NCc2ccco2)N(C(=O)CNC(=O)c2cccs2)c2ccc(C)cc2C)cc1 (configuration not stated)	-1	6	20	-8	9	-26	1	-18	23	-1	1
CCOC(=O)C1=C(C)OC(N)=C(C#N)C1c1ccc(OC)c(C)c1OC (configuration not stated)	-3	8	2	-6	-4	-2	-3	2	4	1	2
CC(C)(C)NC(=S)Nc1cccc(C(F)(F)F)c1	7	9	4	11	-16	23	10	14	15	2	-10
O=C(c1nn2c(C(F)(F)F)cc(-c3cccs3)nc2c1Cl)N1CCCc2ccccc21	3	-22	31	-49	12	58	-29	-28	-1	4	-2
CN(CC(=O)Nc1ccc(F)cc1)C(=O)COC(=O)c1cc(Br)c(Br)s1	-1	3	-11	-5	10	13	15	-9	nt	nt	2
O=C(O)C1CCCN1C(=O)C12CC3CC(CC(C3)C1)C2 (configuration not stated)	7	-22	15	-2	-4	-4	17	-7	17	0	5
COc1ccc(NC(=O)CN2C(=O)CSc3ncccc32)cc1	nt	-34	-5	-10	-27	6	-2	0	0	1	1
Nc1ncnc2c1ncn2[C@@H]1O[C@H](CNC(=O)[C@@H](N)CO)[C@@H](O)[C@H]1O	5	7	0	-6	-8	-7	3	4	5	nt	-7
COc1cccc(NC(=O)Nc2cccc(C)n2)c1	-1	-52	-263	-2	-13	-60	-268	8	-47	-1	-3
CN(C(=O)CSc1nnc(-c2ccc(OC(F)F)cc2)n1N)C1CCS(=O)(=O)C1 (configuration not stated)	-3	19	-24	-2	-19	-14	10	24	7	2	-8
Cc1ccc(S(=O)(=O)N(C)Cc2ccc(C(=O)NN=C(CC(C)C)CC(C)C)cc2)cc1	-3	-21	5	-2	3	5	18	-2	-1	-1	-2
C/C(CC(=O)Nc1cc(C)ccn1)=N\NC(=O)C(=O)Nc1cccc(C)c1	5	-74	-139	-4	10	-56	-121	0	-30	1	2
O=C(NCc1cccc(C(F)(F)F)c1)C1CC(c2ccccc2F)=NO1 (configuration not stated)	4	-6	10	-7	6	-7	6	-9	-8	2	15
NS(=O)(=O)c1ccc(CCNC(=O)C(=O)Nc2cc3c4c(c2)CC(=O)N4CCC3)cc1	-2	-1	-22	-5	28	4	16	-9	-8	3	-1
O=C(NC1CCCCC1)C(c1cccs1)N(Cc1cccs1)C(=O)c1cccs1 (configuration not stated)	7	-24	0	-4	-7	15	36	0	-3	-1	-9
CCOC(=O)C(CC)n1cnc2c(nnn2-c2ccc(OC)cc2)c1=O (configuration not stated)	-8	-41	7	-3	5	-1	5	2	0	-1	4
CC(C(=O)N1CCc2ccccc21)N1CCN(c2cccc(C(F)(F)F)c2)CC1 (configuration not stated)	2	10	3	-3	-23	12	-5	-10	7	4	-4
COc1cc(Br)c(S(=O)(=O)Nc2c(C)n(C)n(-c3ccccc3)c2=O)cc1OC	-4	-5	20	-9	-8	-38	4	-1	-2	1	2
O=C(c1ccc2ccccc2c1)N1CCN(c2ccc(O)cc2)CC1	5	-6	4	nt	-8	4	10	8	25	-3	-7
O=C1[C@H]2CCC=C[C@H]2[C@H](c2ccccc2Br)N1Cc1ccccc1	1	3	10	-6	16	12	4	-3	7	nt	-2
COc1ccc(Cc2nc3ccc(C(=O)NCc4cc(C)no4)cc3o2)cc1	-11	-127	-247	-3	-16	-49	-207	9	-85	0	-3
Cc1cccc([C@@H]2[C@@H]3C(=O)N(Cc4ccccc4)C(=O)[C@@H]3[C@]3(C)C(=O)N(c4ccc(Br)cc4)C(=O)N23)c1	4	-25	2	nt	12	5	14	-10	-7	6	-2
CC(Oc1ccccc1F)C(=O)NCCN1CCCCC1 (configuration not stated)	-16	19	6	-6	-15	6	7	7	2	6	5
Cn1cnc([N+](=O)[O-])c1SCC(O)CN1CCCCC1 (configuration not stated)	-2	17	6	-4	-7	8	7	-7	-22	-2	-4
CCOC(=O)C1Cn2c(nc3c(c2=O)C(C)(C)Cc2ccccc2-3)S1 (configuration not stated)	4	-5	2	nt	11	-34	6	-2	4	0	nt
O=C(Nc1ccc(N2CCN(C(=O)c3ccco3)CC2)cc1)C(c1ccccc1)c1ccccc1	1	-4	11	-6	-4	9	13	16	-8	5	-2
Cc1ccc(S(=O)(=O)CCC(=O)N(C)c2c(N)n(Cc3ccccc3)c(=O)[nH]c2=O)cc1	-1	5	-5	-4	11	-1	10	-10	-2	7	-1
N=c1c2c3c(sc2ncn1CCCN1CCOCC1)CCCCC3	-1	-4	-7	-5	12	0	5	-2	-9	2	34
CC(C)N1CCN(Cc2nc(-c3ccccc3)cs2)CC1CCO (configuration not stated)	-5	19	-14	-7	-5	17	-32	3	1	2	1
CCn1c(SCC(=O)N(C)C)nc2cc(S(=O)(=O)N3CCCCC3)ccc21	-4	-40	27	-5	6	7	16	3	-2	-1	-7
CCOc1cc(NC(=O)c2ccco2)c(OCC)cc1NC(=O)c1cc(OC)c(OC)c(OC)c1	-6	-46	27	-5	5	71	7	-14	36	-1	?
NS(=O)(=O)c1cccc(NS(=O)(=O)c2ccc(/C=C/C(=O)O)cc2)c1	-1	1	11	-4	6	-10	3	-2	-12	0	nt
Nc1ccccc1OCCOCCOc1ccccc1N	-3	-22	-13	-8	-5	-2	1	-1	2	-2	-4
Cc1ccc(S(=O)(=O)N2CCC(C(=O)NCCCN3CCCC3=O)CC2)cc1C	-10	46	-5	nt	3	-4	5	9	-2	1	-2
CC(/C=N\Nc1nnc2c(n1)[nH]c1c(C)cccc12)=C\c1ccco1	-6	-6	65*	-9	19	7	-98	-36	21	1	-18

Ordered by SMILES length (high to low): part of the list above.
SMILES	PDI inh	NR2E3 ag-1	Peg3 prom inh	CaV13 FRET inh	CF NFkB inh	Shn3 inh set2	HIF-2a block	KKLEB cytotox	MITF TRPM1 inh	NR2E3 ag-2	Vif inh
NS(=O)(=O)c1cccc(NS(=O)(=O)c2ccc(/C=C/C(=O)O)cc2)c1	-1	1	11	-4	6	-10	3	-2	-12	0	nt
N=c1c2c3c(sc2ncn1CCCN1CCOCC1)CCCCC3	-1	-4	-7	-5	12	0	5	-2	-9	2	34
Nc1ccccc1OCCOCCOc1ccccc1N	-3	-22	-13	-8	-5	-2	1	-1	2	-2	-4

Later entries
SMILES	PDI inh	NR2E3 ag-1	Peg3 prom inh	CaV13 FRET inh	CF NFkB inh	Shn3 inh set2	HIF-2a block	KKLEB cytotox	MITF TRPM1 inh	NR2E3 ag-2	Vif inh
O=S(=O)(Nc1ccc(-n2cccc2)cc1)c1ccc(Cl)c(Cl)c1	0	13	19	-4	-36	9	17	0	5	2	-9
CCOC(=O)C1(Cc2ccc(Cl)cc2)CCN(C(=O)CCc2ccncc2)CC1	-1	-2	21	-8	-2	6	19	-1	-6	1	-6
COc1ccc(C(O)P(=O)(OC(C)C)OC(C)C)cc1OC (configuration not stated)	1	3	0	-5	-12	11	5	4	5	1	-2
CCN(c1ccc(C(=O)CN2C(=O)NC3(CCOc4ccccc43)C2=O)cc1)S(C)(=O)=O (configuration not stated)	3	-3	-13	-3	4	-1	19	-16	10	2	-4
CCOc1ccc(S(=O)(=O)Nc2cccnc2)cc1	-1	8	15	2	-25	-2	11	6	8	3	0
CCOc1ccc(NC(=O)CC(Cc2cc(C)cc(C)c2)C(=O)O)cc1 (configuration not stated)	5	8	14	-7	-9	14	8	18	5	nt	-4
COc1ccc2nc(SCC(=O)Nc3c(C)cc(C)cc3C)[nH]c2c1	2	-3	7	-5	-4	-33	16	-2	-1	-3	0
CC(=O)NC1(C)CCC2CC1C(C)=NC2(C)C (configuration not stated)	nt	-3	-4	-8	-13	20	1	-2	nt	nt	3
O=CNc1ccc(S(=O)(=O)NCc2ccccc2)cc1	-10	-5	2	-6	15	11	16	10	4	5	0
CC(C)CN1C(=O)/C(=C(/C#N)C(=O)NC2CCCCC2)c2ccccc21	-1	-6	4	-6	-25	55	18	-5	18	1	-3
CC(C)C(C)(C#N)NC(=O)CSc1nc2scc(-c3ccc(F)cc3)c2c(=O)n1Cc1ccccc1 (configuration not stated)	-2	-47	9	-18	-2	-15	-1	-5	21	-1	6
COc1ccc(N2CCN(C(=O)CCCCCn3c(=S)[nH]c4cc5c(cc4c3=O)OCO5)CC2)cc1	-12	9	4	nt	12	-11	6	-20	-5	0	-3
CC(C)n1c(O)c(N=Nc2ccccn2)c2ccccc21	3	-28	-2	-15	-12	-1	-7	3	10	-4	-2
CCCc1c(C(=O)Nc2ccc(N3CCOCC3)cc2)cnn1-c1ccccc1	-1	6	-11	-20	-9	-1	-18	-6	1	-1	-2
CCCCNC(=O)COC(=O)c1ccc(SC)cc1OC	2	-6	-5	7	2	-4	-12	2	-12	-1	17
O=C(O)CN1C(=O)C(=O)N(Cc2c(F)cccc2Cl)C1=O	-7	-4	3	-2	-2	9	17	-4	-22	-1	2
Cc1cccc(NC(=O)CSc2nc3ccccc3c3nc(CCc4c(C)n[nH]c4C)nn23)c1	1	10	57*	-4	31	75	-7	-42	-4	0	4
CCCCNC(=S)NNC(=O)c1csc(C(C)C)c1	1	-51	-149	-4	2	-73	-192	4	-12	-2	-4
c1ccc(-c2ncc3ccccn23)cc1	-6	-49	-31	-5	-4	8	-116	7	-6	3	-5
